MT1-MMP act inh: blockers of MT1-MMP proenzyme processing, primary screen, HT1080 RFP-PRO-GFP cells, GFP/RFP fluorescence | Matrix metalloproteinase-14 (Homo sapiens), P50281 | GFP/RFP ratio fluorescence, overnight; percent of plate control window, DMSO zero | GFP/RFP ratio change, % at 20 µM | hit rate 0.061% among 360,000;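 active = GFP/RFP ratio change of at least 30% with cell ATP level not reduced by more than half and red fluorescence within 50% of control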; also: strong numbers were not always called active
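Assay system – RFP-PRO-GFP reporter HT1080 cells · Compound dosing – single dose of 20 µM compound, 1% DMSO final · Incubation – overnight compound exposure at 37 °C · Measure – GFP/RFP fluorescence ratio · Benchmarks – DMSO wells and RFP-L50D-GFP cells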
SUMO1-SIM PPI: modulators of SUMO1 protein-protein interactions, primary screen, biochemical, uHTS; hit rate 0.33% among 360,000; inhibition, % at 20 µM; SUMO1 binding to a labelled peptide, TR-FRET, 1 h; AID 602429, 2012; Small ubiquitin-related modifier 1 (Homo sapiens), P63165; in the data active = inhibition above about 37%
DNMT1 block: human DNMT1 methyltransferase inhibitors, primary screen, biochemical, molecular beacon, fluorescence, HinP1I cleavage, uHTS; inhibition (reported as % activation of signal), % at 10 µM; hit rate 0.83% among 360,000; AID 588458, 2011; in the data active = inhibition above about 50%
Scp1 inh: Scp-1 phosphatase inhibitors, primary screen, biochemical, colorimetric, uHTS. hit rate 0.88% among 340,000. Recombinant Scp1, phosphopeptide, malachite green phosphate absorbance. inhibition, % at 20 µM;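 active = inhibition above about 50% at 20 µM, limit read from the data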;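 also: plate controls were DMSO wells with enzyme for no effect and wells lacking enzyme for full effect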
Target sequence (Q9GZU7 76-261 limits assumed): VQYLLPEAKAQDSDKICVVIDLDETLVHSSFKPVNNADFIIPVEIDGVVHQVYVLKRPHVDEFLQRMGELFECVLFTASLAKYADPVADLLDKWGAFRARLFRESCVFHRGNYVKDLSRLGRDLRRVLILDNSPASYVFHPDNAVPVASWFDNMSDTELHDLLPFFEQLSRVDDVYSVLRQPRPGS
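Assay system: SCP-1 catalytic fragment, aa 76-261 | Buffer or medium: Tris acetate buffer pH 5.5 with MgCl2 and Tween-20 | Compound: One concentration, 20 µM, with 1.0% DMSO | Also added: Phospho 17-mer peptide substrate | Signal: Absorbance at 630 nm | Incubation: 45 min enzyme reaction at room temperature | Measure: % inhibition of SCP-1 phosphate liberation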
STEP inh: STEP phosphatase inhibitors, primary screen, biochemical, fluorescence intensity, uHTS. Tyrosine-protein phosphatase non-receptor type 5 (Homo sapiens), P54829. recombinant STEP, OMFP fluorogenic substrate. inhibition, % at 20 µM. hit rate 0.25% among 360,000. AID 588621, 2011;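 active = inhibition at 20 µM, scaled per plate between control wells, above about 37%, limit read from the data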;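 also: 0% = DMSO with enzyme and substrate and 100% = substrate only without enzyme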
Target sequence (P54829 whole entry, looked up): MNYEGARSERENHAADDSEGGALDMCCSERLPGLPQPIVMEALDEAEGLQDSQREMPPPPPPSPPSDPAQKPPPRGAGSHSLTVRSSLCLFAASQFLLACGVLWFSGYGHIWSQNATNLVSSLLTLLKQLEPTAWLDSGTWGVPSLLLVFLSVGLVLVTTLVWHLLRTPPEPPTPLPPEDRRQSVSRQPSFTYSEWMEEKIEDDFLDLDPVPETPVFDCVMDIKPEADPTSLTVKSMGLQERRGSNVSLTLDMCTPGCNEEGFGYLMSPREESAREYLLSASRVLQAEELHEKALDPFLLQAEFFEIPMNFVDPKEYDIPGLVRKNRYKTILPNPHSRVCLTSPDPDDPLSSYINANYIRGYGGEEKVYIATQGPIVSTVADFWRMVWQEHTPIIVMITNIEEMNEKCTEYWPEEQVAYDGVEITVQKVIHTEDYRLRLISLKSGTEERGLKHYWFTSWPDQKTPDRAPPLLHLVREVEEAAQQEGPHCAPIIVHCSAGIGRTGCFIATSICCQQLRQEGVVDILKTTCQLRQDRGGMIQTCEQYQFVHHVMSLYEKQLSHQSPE
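Test system: STEP tyrosine phosphatase / Reagent: OMFP at 25 µM / Doses: 20 µM, 1% DMSO / Read-out: percent inhibition scaled to no-enzyme and uninhibited-enzyme controls, plate-pattern corrected / Detection: FITC-channel fluorescence of OMFP product / Medium: Bis-Tris buffer pH 6.0, 2.5 mM DTT, 0.005% Tween 20 / Schedule: 20 min at room temperature, dark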
NadD block: inhibitors of S. aureus NadD, primary screen, biochemical, colorimetric, uHTS | Nicotinate-nucleotide adenylyltransferase NadD (Staphylococcus aureus N315) | purified NadD enzyme, colorimetric absorbance read-out | inhibition, % at 20 µM | hit rate 0.78% among 360,000; in the data active = inhibition above about 26%; also: some compounds past the cut are filed as inactive
SKN-1 block: suppressors of acrylamide-induced Pgst-4::GFP reporter in worms, primary screen, SKN-1 inhibitor project, whole organism, uHTS, GFP/RFP fluorescence ratio, strain VP596; C. elegans VP596 Pgst-4::GFP/RFP ratio, 24 h; inhibition, % at 21.8 µM; AID 624304, 2012; hit rate 0.49% among 360,000;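 active = interference check ratio from 0.5 to 1.5 plus GFP to RFP signal ratio inhibition reaching or exceeding a fixed threshold, cut at about 30% in these data, passing the limit was not always enough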; also: some compounds called inactive have numbers as strong as hits
LMPTP inh: LMPTP phosphatase inhibitors, primary screen, biochemical, fluorescence intensity, uHTS; inhibition, % at 20 µM; AID 651560, 2012; Low molecular weight phosphotyrosine protein phosphatase (Homo sapiens), P24666; recombinant LMPTP-A, OMFP fluorogenic substrate; hit rate 0.22% among 360,000;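 active = compounds that cut the enzyme signal by at least half of the control window in the single-dose screen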;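 also: plate controls were DMSO wells with enzyme plus substrate for no effect and substrate without enzyme for full effect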
Target sequence (P24666 whole entry, looked up): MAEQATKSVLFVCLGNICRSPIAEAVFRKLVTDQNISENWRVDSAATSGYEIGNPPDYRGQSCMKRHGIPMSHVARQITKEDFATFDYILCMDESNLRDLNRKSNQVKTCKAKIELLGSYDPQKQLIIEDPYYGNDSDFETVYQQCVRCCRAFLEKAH
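Assay system: LMPTP-A phosphatase enzyme | Input: 0.625 nM enzyme | Also added: Fluorogenic phosphatase substrate OMFP at 400 µM final | Compound dosing: One test concentration per compound, 20 µM, with 3% DMSO overall | Schedule: 50 min enzyme reaction at room temperature, protected from light | Signal: Fluorescence intensity | Benchmarks: no-enzyme and uninhibited controls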
Rpn11 block: Rpn11 (PSMD14) deubiquitinase inhibitors, primary screen, biochemical, fluorescence polarization, uHTS; 26S proteasome non-ATPase regulatory subunit 14 (Homo sapiens), O00487; human 26S proteasome, Ub4-pepOG fluorescence polarization; 20S core pre-blocked with epoxomicin; calls only at 20 µM; hit rate 0.59% among 360,000; AID 588493, 2011;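 active = inhibition at 20 µM, scaled to each plate's controls, above about 33%, limit read from the data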
CendR NRP1 mod: modulators of CendR peptide binding to NRP-1, primary screen, biochemical, fluorescence polarization, uHTS | Neuropilin-1 (Homo sapiens), O14786 | FAM-RPARPAR peptide binding to NRP-1 | inhibition, % at 25 µM | hit rate 0.85% among 360,000 | AID 602438, 2012;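 active = inhibition or corrected inhibition above about 18%, plus a signal ratio from 0.5 to 1.5, limit read from the data, passing the limit was not always enough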; also: strong numbers were not always called active
An asterisk follows results filed as active; i = inactive; / = no result given.

Start of the data: the first 7 records (preview)
| no. | structure | MT1-MMP act inh | SUMO1-SIM PPI | DNMT1 block | Scp1 inh | STEP inh |
| --- | --- | --- | --- | --- | --- | --- |
| 1 | O=[N+]([O-])c1ccc(-c2nnc3n2CCCCC3)cc1 | -0.2 | -38.3 | 2.7 | 2.7 | -0.3 |
| 2 | COC(=O)c1ccc(C(=O)N(Cc2ccccc2)c2ccccc2)cc1 | 1.3 | -1.1 | -0.4 | -4.6 | 3.0 |
| 3 | O=C(CSC1=N/C(=C/c2ccco2)C(=O)N1c1ccc(OC(F)F)cc1)NC1CCS(=O)(=O)C1 (stereo not given) | -0.2 | -14.7 | -0.2 | 3.2 | -2.2 |
| 4 | N#Cc1cccc(C(c2nnnn2CCc2ccccc2)N2CCN(C3CCCCC3)CC2)c1 (stereo not given) | 0.9 | 0.6 | -3.2 | -2.5 | -5.2 |
| 5 | O=C(NCc1ccccc1)C1=C[C@@H](C2CCCCC2)C[C@@H](OCCCCO)O1 | 2.7 | 3.7 | -4.8 | -2.3 | 2.8 |
| 6 | CC(C)[C@H](NC(=O)[C@@H]1Cc2c([nH]c3ccccc23)C2c3ccccc3C(=O)N21)C(=O)N1CCC[C@H]1C(=O)O (stereo not given in full) | -0.6 | 6.0 | 2.8 | / | -0.7 |
| 7 | NS(=O)(=O)c1ccc(CCNc2nn3c(-c4ccc(F)c(Cl)c4)cnc3s2)cc1 | 1.0 | 0.7 | -14.0 | / | 1.2 |

| no. | NadD block | SKN-1 block | LMPTP inh | Rpn11 block | CendR NRP1 mod |
| --- | --- | --- | --- | --- | --- |
| 1 | 3.2 | 4.1 | -1.2 | i | 2.6 |
| 2 | -7.6 | 10.9 | 0.2 | i | 10.2 |
| 3 | 7.7 | -14.8 | -1.3 | i | -33.0 |
| 4 | -0.5 | 11.7 | -0.3 | i | -2.7 |
| 5 | -1.6 | -1.2 | 1.5 | i | -3.4 |
| 6 | 2.9 | 13.7 | 0.1 | i | -0.3 |
| 7 | 7.9 | 27.3 | 0.8 | i | 1.2 |

Results, from the first entry:
| no. | structure | MT1-MMP act inh | SUMO1-SIM PPI | DNMT1 block | Scp1 inh | STEP inh |
| --- | --- | --- | --- | --- | --- | --- |
| 1 | O=[N+]([O-])c1ccc(-c2nnc3n2CCCCC3)cc1 | -0.2 | -38.3 | 2.7 | 2.7 | -0.3 |
| 2 | COC(=O)c1ccc(C(=O)N(Cc2ccccc2)c2ccccc2)cc1 | 1.3 | -1.1 | -0.4 | -4.6 | 3.0 |
| 3 | O=C(CSC1=N/C(=C/c2ccco2)C(=O)N1c1ccc(OC(F)F)cc1)NC1CCS(=O)(=O)C1 (stereo not given) | -0.2 | -14.7 | -0.2 | 3.2 | -2.2 |
| 4 | N#Cc1cccc(C(c2nnnn2CCc2ccccc2)N2CCN(C3CCCCC3)CC2)c1 (stereo not given) | 0.9 | 0.6 | -3.2 | -2.5 | -5.2 |
| 5 | O=C(NCc1ccccc1)C1=C[C@@H](C2CCCCC2)C[C@@H](OCCCCO)O1 | 2.7 | 3.7 | -4.8 | -2.3 | 2.8 |
| 6 | CC(C)[C@H](NC(=O)[C@@H]1Cc2c([nH]c3ccccc23)C2c3ccccc3C(=O)N21)C(=O)N1CCC[C@H]1C(=O)O (stereo not given in full) | -0.6 | 6.0 | 2.8 | / | -0.7 |
| 7 | NS(=O)(=O)c1ccc(CCNc2nn3c(-c4ccc(F)c(Cl)c4)cnc3s2)cc1 | 1.0 | 0.7 | -14.0 | / | 1.2 |
| 8 | C[C@H](CO)N1C[C@H](C)[C@@H](CN(C)S(=O)(=O)c2ccccc2)Oc2c(NC(=O)C3CCCCC3)cccc2C1=O | -3.9 | -3.0 | -1.5 | -5.6 | 3.8 |
| 9 | COc1ccc(N2CCN(C(=O)c3ccc(-c4nc5ccccc5s4)o3)CC2)cc1 | -3.9 | -4.4 | -6.3 | -5.0 | 0.5 |
| 10 | COc1ccccc1C1(O)CC2CCC(C1)N2S(=O)(=O)c1ccc(C(C)=O)cc1 (stereo not given) | 10.2 | 1.4 | 0.7 | 25.5 | -0.2 |
| 11 | Cc1sc2nc(C(C)C)nc(SCC(=O)N3c4ccccc4CC3C)c2c1C (stereo not given) | -2.8 | 2.5 | -1.7 | -5.2 | -0.3 |
| 12 | CC1CCc2[nH]c3ccc(C(=O)N(C)CC(=O)Nc4ccccc4C(F)(F)F)cc3c2C1 (stereo not given) | 2.3 | -0.4 | -0.3 | -6.2 | -1.2 |

| no. | NadD block | SKN-1 block | LMPTP inh | Rpn11 block | CendR NRP1 mod |
| --- | --- | --- | --- | --- | --- |
| 1 | 3.2 | 4.1 | -1.2 | i | 2.6 |
| 2 | -7.6 | 10.9 | 0.2 | i | 10.2 |
| 3 | 7.7 | -14.8 | -1.3 | i | -33.0 |
| 4 | -0.5 | 11.7 | -0.3 | i | -2.7 |
| 5 | -1.6 | -1.2 | 1.5 | i | -3.4 |
| 6 | 2.9 | 13.7 | 0.1 | i | -0.3 |
| 7 | 7.9 | 27.3 | 0.8 | i | 1.2 |
| 8 | -2.9 | 3.6 | -1.6 | i | 18.5 |
| 9 | -3.0 | 17.6 | 3.3 | i | 5.3 |
| 10 | -3.8 | 6.1 | 0.0 | i | 0.0 |
| 11 | 2.6 | 2.6 | 3.5 | i | -2.9 |
| 12 | -4.2 | 1.4 | 3.6 | i | 7.1 |

(continued)
| no. | structure | MT1-MMP act inh | SUMO1-SIM PPI | DNMT1 block | Scp1 inh | STEP inh |
| --- | --- | --- | --- | --- | --- | --- |
| 13 | CCOc1cccc(C2CC(=O)Nc3cc(OC)c(OC)cc32)c1 (stereo not given) | 1.1 | 2.7 | -3.2 | 8.0 | 1.5 |
| 14 | Cc1ccc(OCCCC(=O)N(C)CC(=O)Nc2ccccc2Br)cc1 | 1.9 | 9.4 | 1.9 | -8.9 | -1.7 |
| 15 | O=C(CCCn1c(SCC(=O)c2ccc(Cl)cc2)nc2ccccc2c1=O)NCc1ccco1 | 3.1 | -1.5 | 8.5 | -4.0 | 1.5 |
| 16 | COc1ccc(CNC2c3ccccc3-c3ccccc32)cc1OC | -2.7 | -17.0 | 3.2 | 1.8 | 0.7 |
| 17 | NC(=O)c1cc(NC(=O)c2cc(Br)c(Br)s2)cc(C(N)=O)c1 | 8.7 | 7.5 | -2.9 | 8.4 | 3.7 |
| 18 | CC(C)=CCC/C(C)=C/Cc1c(O)ccc(C(=O)/C=C/c2ccc(O)cc2)c1O | -1.7 | 3.2 | -32.6 | -4.4 | -5.3 |
| 19 | O=C(Nc1ccc(N2CCN(Cc3ccccc3F)CC2)cc1)c1ccc([N+](=O)[O-])o1 | -20.0 | -23.4 | -1.0 | -7.1 | 1.6 |
| 20 | CC(C)C#Cc1ccc2c(c1)O[C@@H](CN(C)C(=O)c1cnccn1)[C@@H](C)CN([C@@H](C)CO)S2(=O)=O | -1.1 | 5.3 | -0.6 | / | 0.1 |
| 21 | COc1cc2c(cc1OC)CN(C(=O)c1ccc3nc[nH]c3c1)CC2 | -7.7 | 5.5 | -1.7 | -1.4 | -2.7 |
| 22 | COc1ccc(/C=N/n2c(SC)nnc2-c2ccccc2)c(OC)c1OC | 6.2 | 2.6 | -0.7 | -6.0 | 4.2 |

| no. | NadD block | SKN-1 block | LMPTP inh | Rpn11 block | CendR NRP1 mod |
| --- | --- | --- | --- | --- | --- |
| 13 | -2.6 | -1.2 | -0.2 | i | 7.9 |
| 14 | -1.8 | 8.2 | -6.7 | i | -9.2 |
| 15 | 7.4 | 7.2 | -1.3 | i | -2.0 |
| 16 | -2.8 | -2.4 | 3.0 | i | 6.5 |
| 17 | -11.5 | -3.0 | 13.3 | i | -6.3 |
| 18 | 0.4 | 16.4 | 4.5 | i | -1.0 |
| 19 | -3.7 | -2.3 | 3.2 | i | 1.6 |
| 20 | 7.3 | -0.3 | -1.6 | i | -6.7 |
| 21 | -1.2 | -1.6 | -0.4 | i | 0.9 |
| 22 | 0.1 | 11.3 | 1.1 | i | 5.0 |
